# HCMV antiviral = qHTS Assay for inhibitors of the human cytomegalovirus (HCMV). HFF cells, HCMV-luciferase reporter, 72 h; stronger effect = lower value. activity change, negative = inhibition, % at 57.5 µM. actives 4.5% (n = 410,000); in the data active means activity change below about -60%; inconclusive means no clear call, values can overlap the other calls; inactive means above about -39%
#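 Compounds were evaluated in HFFs infected with an HCMV luciferase reporter virus (MOI 1 PFU/cell). Luciferase in lysates collected 72 h post infection served as the replication measure.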
# Sm TGR block = qHTS Assay for the Inhibitors of Schistosoma Mansoni Peroxiredoxins; Schistosoma mansoni thioredoxin glutathione reductase (TGR), Q962Y6; purified TGR, DTNB reduction, TNB absorbance 405 nm; Potency, µM (titrated, usually from 114 µM), for inactives: at the top dose activity change, negative = inhibition, usual class: inhibitors; actives 3% (n = 360,000); AID 485364, 2010; further: potency means the concentration at half of the fitted maximal effect; nearly all actives have a fitted effect of over 60% in size
#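 TGR 20 nM + NADPH 100 uM (dispensed conc.), cpd preinc 15 min RT; start with NADPH (500 uM addition) then DTNB (15 mM addition). Kinetic TNB absorbance, 405 nm filter. Four-parameter Hill fit across titration.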
# HCV inhibitor = qHTS Assay for Inhibitors of Hepatitis C Virus (HCV); Huh7.5.1 HCVcc-Cre infection, luciferase reporter, 44 h; Potency, µM (series often up to 41.8 µM), for inactives: at the highest dose activity change, negative = inhibition, most hits filed as inhibitors; actives 3.4% (n = 340,000); AID 651820, 2012; further: potency means the concentration at half of the fitted maximal effect
#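 1,000 cells/well; 4 h culture; + compound; + HCVcc-Cre (~0.5 moi); 44 h; luciferase substrate, RT 15 min; read 15 sec.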
# AMA1-RON2 inh = qHTS for Inhibitors of AMA1-RON; Towards Development of Antimalarial Drug Lead: Primary Screen. Plasmodium falciparum AMA1 (3D7) - RON2 peptide interaction. AlphaScreen AMA1-biotinylated RON2 peptide binding. Potency, µM (top dose mostly 58.2 µM), for inactives: at the highest dose activity change, negative = inhibition, actives largely listed as inhibitors. actives 0.2% (n = 360,000);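 further: potency means the concentration at half of the fitted maximal effect; 0% = vehicle wells and -100% = peptide control; nearly all actives have a fitted effect of over 45% in size; some results filed as inactive show a strong effect at the top dose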
#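 AMA1 (3D7) with his tag at 25 nM final met compounds first, then biotinylated RON2 peptide at 25 nM; detection used donor plus acceptor beads, 10 µg/mL apiece, read by AlphaScreen after 30 min at room temperature.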
# Giardia FBPA inh = qHTS Assay for Inhibitors of Fructose-1,6-bisphosphate Aldolase from Giardia Lamblia; A8B2U2; purified Giardia FBPA; actives 0.71% (n = 290,000); Potency, µM (highest dose often 59.6 µM), without a hit: at the top dose activity, negative = inhibition, hits mostly inhibitors; further: potency means the concentration at half of the fitted maximal effect; nearly all actives have a fitted effect of over 55% in size
# Target sequence (A8B2U2 whole entry, looked up): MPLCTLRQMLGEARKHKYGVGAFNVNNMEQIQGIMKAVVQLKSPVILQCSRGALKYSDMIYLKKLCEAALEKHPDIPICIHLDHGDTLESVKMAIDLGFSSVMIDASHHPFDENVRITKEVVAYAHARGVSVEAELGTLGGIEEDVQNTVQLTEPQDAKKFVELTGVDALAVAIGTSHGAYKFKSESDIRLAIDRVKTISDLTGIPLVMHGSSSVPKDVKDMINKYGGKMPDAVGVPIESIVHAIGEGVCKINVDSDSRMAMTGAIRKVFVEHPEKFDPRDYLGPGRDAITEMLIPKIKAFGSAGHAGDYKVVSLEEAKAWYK
#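 Giardia FBPA (40 nM reagent) was preincubated 10 min at RT with compound (up to 57.5 uM final), then substrate plus GAPDH/TPI/NAD/arsenate coupling system with diaphorase/resazurin was added; resorufin fluorescence (525/598 nm) was read after 20 min.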
# AmpC inh detg = qHTS Inhibitors of AmpC Beta-Lactamase (assay with detergent). Potency, µM (titrated, usually from 114 µM), without a hit: at the top dose activity change, negative = inhibition, hits mostly inhibitors. actives 0.041% (n = 370,000). AmpC hydrolysis of nitrocefin, absorbance 480 nm, 0.01% Triton. P00811;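 further: potency means the concentration at half of the fitted maximal effect; 0% = no-compound wells and -100% = no-enzyme wells; nearly all actives have a fitted effect of over 25% in size; some results filed as inactive show a strong effect at the top dose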
# Target sequence (P00811 whole entry, looked up): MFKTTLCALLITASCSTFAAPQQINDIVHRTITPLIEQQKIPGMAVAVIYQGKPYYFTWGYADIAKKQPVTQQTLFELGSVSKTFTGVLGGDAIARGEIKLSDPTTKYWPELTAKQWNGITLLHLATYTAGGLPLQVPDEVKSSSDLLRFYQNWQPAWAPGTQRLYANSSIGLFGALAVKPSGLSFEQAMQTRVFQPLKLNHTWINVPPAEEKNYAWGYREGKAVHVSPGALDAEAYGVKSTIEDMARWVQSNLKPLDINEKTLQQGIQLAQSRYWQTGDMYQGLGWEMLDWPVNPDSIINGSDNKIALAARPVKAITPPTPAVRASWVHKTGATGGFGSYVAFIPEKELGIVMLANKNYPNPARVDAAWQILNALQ
#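 AmpC (5.3 nM in the dispensed reagent) in 20 mM phosphate pH 7.0 with 0.01% (detergent screen) or 0.0001% Triton X-100 was preincubated with compounds for 15 min at room temperature. Nitrocefin was then added from an 800 uM solution, and hydrolysis was followed at 480 nm.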
# Starred values were filed as active, the others as inactive; ? = inconclusive; . = no result given; [ ] = remark or other dose. Unless noted, the call rests on the fitted dose curve; in most records, active means well fitted curve in the direction sought with a large enough effect; inconclusive means small, poorly fitted or top-dose-only effect, or another doubt; inactive means no such curve, though single readings can be large; an effect the other way counts as inactive or inconclusive. Unless noted, on the % scale 0 is the no-effect control and ±100 the full control effect.
canonical_smiles	Sm TGR block	AMA1-RON2 inh	Giardia FBPA inh	HCMV antiviral	AmpC inh detg	HCV inhibitor
N#Cc1c(Cl)cccc1Oc1ccc(S(=O)(=O)Nc2ccccc2)cc1	12%	11%	-7%	-7	7%	-15%
Cc1cccc(-c2noc(CN(C(=O)c3ccccc3Cl)C(C)C)n2)c1	2%	.	.	9	14%	.
O=C(CN(C(=O)CCC(=O)Nc1ccccn1)c1cccc(F)c1)NCc1ccc2c(c1)OCO2	5%	-3%	8%	-5	-12%	11%
O=C(CN1C(=O)/C(=C/c2ccc(F)cc2)SC1=S)NC1CCS(=O)(=O)C1 (stereo unspecified)	4%	36%[activator]	1%	?	3%	8%
COc1ccc(-n2c(=S)[nH]c3ccccc32)cc1	-15%	12%	-12%	44	-7%	3%
O=S(=O)(c1ccc(Cl)cc1)c1nc(-c2cccs2)oc1SCc1ccccc1F	-6%	.	.	-22	5%	.
CC(=O)c1cc(F)c(N2CCN(C(=O)c3ccco3)CC2)cc1C	?	14%	-1%	89	?	6%
CC(=O)N1C(C)(C)CC(=NOC(=O)c2ccccc2)CC1(C)C	.	0%	-1%	-2	2%	0%
Cc1ccc(Nc2nc(Cl)nc(N(C)C#N)n2)cc1	-2%	0%	-3%	28	-1%	?
O=C(Nc1ccc(N2CCCC2)cc1)c1cc2ccccc2o1	-25%	-25%	-10%	14	-10%	-24%
CCOc1ccccc1NC(=O)CC1SC(=N)N(c2ccccc2)C1=O (stereo unspecified)	-8%	.	5%	44	4%	.
CCc1ccc(CNC(=O)c2c(C)oc3ncn(CC(C)C)c(=O)c23)cc1	-2%	.	.	16	27%	.
O=C(/C=C/c1ccccc1[N+](=O)[O-])N1CCN(c2ccccc2F)CC1	.	-6%	0%	6	3%	10%
O=C(O)c1ccc(-n2c(/C=C\c3ccc(O)cc3)nc3ccccc3c2=O)cc1	-8%	.	.	-14	3%	.
CCc1ccccc1NC(=O)Cn1nnc(C(=O)OC)c1C(=O)OC	6%	.	.	-1	7%	.
Cc1noc(NS(=O)(=O)c2ccc(NC(=O)Nc3ccc(Cl)c(Cl)c3)cc2)c1C	8%	-13%	18%	22	1%	18%
O=C(OC1CCOC1=O)c1cc(-c2ccc(Br)cc2)nc2ccccc12 (stereo unspecified)	-10%	-1%	-11%	-25	-5%	12%
CCc1ccc2c(c1)c1nc(C)sc1n2CC(=O)OC	0%	-8%	-12%	-1	4%	-5%
Cn1cc(CN2CCCC(C(=O)c3cc(F)ccc3F)C2)c2ccccc21 (stereo unspecified)	-4%	5%	-1%	-30	8%	-19%
CC(C)N(Cc1ccco1)/N=C/c1c(O)n(Cc2ccccc2)c(=O)[nH]c1=O	-7%	-19%	16%	11	-6%	?
Cn1cc(CN2CCc3sccc3C2)c(-c2ccccc2F)n1	-12%	-3%	-11%	-10	8%	1%
Cc1cccc(N(C)C(=O)C2CCN(S(=O)(=O)c3cccc4nonc34)CC2)c1	-5%	.	.	-17	2%	.
Cc1cccc(C(=O)N2CCN(c3ccc(N4CCOCC4)nn3)CC2)c1	-15%	7%	2%	-28	7%	-5%
O=C(N1CCN(c2ccccc2)CC1)C1(c2cccs2)CCOCC1	-11%	-3%	1%	.	-12%	-4%
CC(C)(C)c1ccc(S(=O)(=O)N2CCN(Cc3cc4c(cc3O)OCO4)CC2)cc1	2.8µM*	3%	.	-23	?	-12%
CCOC(=O)c1cc2occc2n1CC(=O)N1CCCc2ccccc21	8.9µM*	-17%	-5%	7	-4%	-22%
CCOc1ccc(NC(=O)CC2SC(=O)N(c3ccccc3)C2=O)cc1 (stereo unspecified)	?	37%[activator]	-1%	20	3%	24%
COC(=O)C1=C(c2cccc(NC(C)=O)c2)C[C@@H]2CC[C@H]1N2C	?	9%	.	-4	5%	16%
O=C(N/N=C/c1ccc(OC(F)F)cc1)c1ccc(Br)cc1	-16%	-3%	2%	0	?	22%
O=C(O)CCC(=O)N(Cc1ccccc1)Cc1ccccc1	-8%	-2%	1%	-7	-1%	11%
CC(C)(C)Nc1nc2cc([N+](=O)[O-])ccc2o1	-10%	-6%	4%	40	1%	-8%
CC(C)CCNC(=O)CCCOc1cc(=O)n(C)c2ccccc12	12%	16%	0%	164	5%	16%
COc1ccccc1NC(=O)COc1cccnc1[N+](=O)[O-]	.	1%	.	-9	.	-20%
COC(=O)CN1C(=O)C2(C(C#N)=C(N)Oc3c2c(C)nn3-c2ccccc2)c2ccccc21 (stereo unspecified)	-10%	-4%	?	71	?	-6%
Cc1cc(C)cc(NC(=S)NC2CC3CCCC(C2)N3Cc2cccs2)c1 (stereo unspecified)	7%	-3%	0%	?	1%	-22%
O=C(Nc1cccc2[nH]ncc12)NS(=O)(=O)c1ccccc1	?	-5%	?	-32	1%	8%
CC1CCCCN1C(=O)c1cc(-c2ccc(Cl)c(Cl)c2)on1 (stereo unspecified)	1%	10%	4%	60	-6%	-21%
CN(CC(=O)NCc1ccccc1)S(=O)(=O)c1cnc[nH]1	9%	-4%	2%	-3	-15%	26%
CCC(NS(=O)(=O)c1ccc(OC)cc1)C(=O)O (stereo unspecified)	11%	13%	9%	30	-2%	11%
CCCCC(=O)Nc1ccc(NC(=O)C2CC2)cn1	-1%	?	4%	119	-6%	-9%
Cc1nc2ccccn2c1C(=O)N/N=C/c1ccc([N+](=O)[O-])o1	14µM*	?	?	-74*	-8%	?
Cc1cc2c(c(=O)o1)C(C1C=CCCC1)C(C#N)=C(N)O2 (stereo unspecified)	-36%	2%	?	-36	1%	11%
Cc1ccc(/C=C2\C(=O)NC(=O)N(CCc3ccc(F)cc3)C2=O)s1	?	12%	8%	-9	-13%	7%
CC(C)CC(=O)Nc1cc2c3c(c1)CCN3C(=O)CC2	0%	11%	.	13	-9%	-7%
Cc1nc2sc(C(c3ccco3)N3CCc4ccccc4C3)c(O)n2n1 (stereo unspecified)	.	2%	.	-17	.	0%

# An excerpt of these results, with values under each structure.
# Each structure is followed by: Sm TGR block | AMA1-RON2 inh | Giardia FBPA inh | HCMV antiviral | AmpC inh detg | HCV inhibitor
COc1ccccc1NC(=O)COc1cccnc1[N+](=O)[O-]
  . | 1% | . | -9 | . | -20%
COC(=O)CN1C(=O)C2(C(C#N)=C(N)Oc3c2c(C)nn3-c2ccccc2)c2ccccc21 (stereo unspecified)
  -10% | -4% | ? | 71 | ? | -6%
Cc1cc(C)cc(NC(=S)NC2CC3CCCC(C2)N3Cc2cccs2)c1 (stereo unspecified)
  7% | -3% | 0% | ? | 1% | -22%
O=C(Nc1cccc2[nH]ncc12)NS(=O)(=O)c1ccccc1
  ? | -5% | ? | -32 | 1% | 8%

# Carrying on.
canonical_smiles	Sm TGR block	AMA1-RON2 inh	Giardia FBPA inh	HCMV antiviral	AmpC inh detg	HCV inhibitor
CCOC(=O)c1sc2nc(SC)nc(-c3ccc(Cl)cc3)c2c1N	-1%	3%	5%	-40	-5%	-6%
CN(C)CCCn1c(=O)n(CCc2ccccc2)c(=O)c2c3c(sc21)CCCCC3	12%	3%	-9%	-19	-2%	7%
COc1cc2c(cc1OC)[C@@H](NC(=O)Cc1ccc(F)cc1)[C@H](OCc1ccccc1)C2	.	-15%	.	-26	.	-20%
COc1ccc(NC(=O)CSc2nc(=O)n(CCN3CCOCC3)c3c2CCCC3)c(OC)c1	0%	-4%	.	-10	?	5%
Cc1nc2c(O)c3c(c(O)c2nc1C)C1C=CC3CC1	.	29%	.	-17	.	7.9µM*
Cn1c(=O)oc2cc(S(=O)(=O)NCCCN3CCCC3=O)ccc21	-1%	0%	-2%	7	-11%	6%
COCCn1c(N)c(N(Cc2ccccc2)C(=O)C2CCCC2)c(=O)[nH]c1=O	9%	2%	6%	?	-10%	15%
S=C(Nc1ccc(Cl)cc1Cl)N1CCOCC1	5%	-3%	-1%	-36	-6%	-10%
Cc1ccc(C(=O)CCCn2nnc(-c3cccnc3)n2)cc1C	-18%	36%[activator]	0%	7	2%	-14%
Cc1cccc(-c2noc(CNC(=O)COc3ccccc3C)n2)c1	8%	16%	.	-19	-7%	11%
Cc1cc(CSc2nc(C)cc(=O)[nH]2)c2ncccc2c1	4%	-2%	6%	-30	4%	?
Cc1nn(CCc2n[nH]c(=S)n2-c2ccc(F)c(Cl)c2)c(C)c1[N+](=O)[O-]	19%	66%[activator]	-9%	9	0%	-18%
Cn1c(=O)c2c(-c3ccccc3)n(CCCO)cc2n(C)c1=O	-29%	.	.	2	14%	.
COc1ccc(NS(=O)(=O)c2c(C)cc(C)cc2C)cc1	-18%	-1%	-20%	-30	0%	-20%
CCOc1ccccc1CNC(=O)CC(C)n1ccc(C)n1 (stereo unspecified)	1%	.	.	-1	22%	.
COc1cccc(-c2cc(C(=O)Nc3cnn(Cc4ccccc4C)c3)no2)c1	1%	6%	4%	-27	-3%	-16%
CC(C)Oc1ccc(S(=O)(=O)N2CCCCC2)cc1NC(=O)C1CCCC1	-9%	-8%	.	-32	-10%	9%
O=c1c2cc(Br)ccc2nc(-c2ccc([N+](=O)[O-])cc2)n1O	4%	91%[activator]	-12%	-39	1%	-11%
O=P(O)(COc1ccccc1)COc1ccccc1	10%	-6%	12%	26	2%	-5%
Cc1ccc(F)c(NC=C2C(=O)OC(C)(C)OC2=O)c1	-1%	10%	2%	-30	1%	16%
CCOC(=O)c1c(C)[nH]c(C)c1C(=O)CSc1nc2ccccc2[nH]1	-6%	-5%	3%	2	-1%	-1%
CN1CCN(C(=O)/C(=C/c2cn(S(=O)(=O)N(C)C)c3ccccc23)NC(=O)c2ccccc2Cl)CC1	-10%	0%	.	-14	-14%	-20%
O=S(=O)(c1ccc(Br)cc1)N1CCN(c2ccc3nnc(-c4ccccc4)n3n2)CC1	2%	-2%	-3%	-10	?	0%
COc1cc(C(=O)Nc2ccc(F)cc2Cl)ccc1OCC(=O)N1CCOCC1	-2%	-4%	.	-20	?	1%
C=CCn1c(SCc2nnc(-c3ccccc3)o2)nnc1C(O)c1ccccc1 (stereo unspecified)	6%	-1%	5%	15	-13%	2%
COc1ccc(C(=O)NNC(=O)C2CCN(S(=O)(=O)c3ccc(C)cc3)CC2)cc1	0%	62%[activator]	3%	-1	3%	6%
CCn1c(SCC(=O)Nc2oc(-c3ccccc3)c(-c3ccccc3)c2C#N)nnc1-c1ccncc1	-8%	-18%	13%	-10	-2%	-20%
COc1cc2cc(C)c(SCC(=O)N3CCOCC3)nc2cc1OC	0%	0%	-1%	15	?	?
